Compound activity deposited in PubChem by National Center for Advancing Translational Sciences (NCATS).
N370S GC mod – qHTS Assay for Inhibitors and Activators of N370S glucocerebrosidase as a Potential Chaperone Treatment of Gaucher Disease | Lysosomal acid glucosylceramidase (Homo sapiens), P04062 | N370S GC spleen homogenate, 4MU-glucoside fluorescence | Potency, µM (doses to about 59.4 µM), inactives show top-dose activity change, negative = inhibition, most hits filed as inhibitors | 0.092% of 330,000 active | AID 2101, 2009;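 also: 0% = full enzyme activity and -100% = no enzyme basal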
FEN1 inh – qHTS Assay for the Inhibitors of Human Flap endonuclease 1 (FEN1); P39748; Recombinant FEN1 flap cleavage, fluorescence, 15 min; Potency, µM (highest dose often 114 µM), without a hit: at the top dose activity change, negative = inhibition, hits mostly inhibitors; 0.35% of 390,000 active; AID 588795, 2011; also: nearly all actives have a fitted effect of over 65% in size
Target sequence (P39748 whole entry, looked up): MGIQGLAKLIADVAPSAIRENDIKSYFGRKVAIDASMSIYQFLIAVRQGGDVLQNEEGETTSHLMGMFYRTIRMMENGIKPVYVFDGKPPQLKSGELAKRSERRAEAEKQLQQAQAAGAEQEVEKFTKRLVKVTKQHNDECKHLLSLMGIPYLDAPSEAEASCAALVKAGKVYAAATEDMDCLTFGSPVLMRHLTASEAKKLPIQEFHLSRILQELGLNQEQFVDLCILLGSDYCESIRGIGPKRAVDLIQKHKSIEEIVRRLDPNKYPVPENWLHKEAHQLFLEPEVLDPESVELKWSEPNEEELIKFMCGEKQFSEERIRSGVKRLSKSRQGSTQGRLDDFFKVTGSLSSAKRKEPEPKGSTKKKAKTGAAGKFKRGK
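Enzyme 10 nM, 15 min RT preincubation with compound; start with substrate 50 nM final; reads at 0 and 15 min; qHTS titration, four-parameter Hill fit.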
GCN5L2 inh – qHTS Assay for Inhibitors of GCN5L2; Histone acetyltransferase KAT2A (Homo sapiens), Q92830; GCN5L2 HAT assay, ThioGlo1 CoA-SH fluorescence; Potency, µM (highest dose often 58.9 µM), inactives show top-dose activity change, negative = inhibition, usual class: inhibitors; 0.21% of 390,000 active
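Enzyme at 20nM final was mixed with library compounds for 15 min at room temperature. Peptide H3(1-25) at 75uM, acetyl-CoA at 70uM and ThioGlo1 at 50uM were then added. Plates were read immediately and after 20 min (Ex340nm/Em540nm).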
* marks the source's active call; other numbers are inactive results; ? = inconclusive; / = not tested or not shown; & = joins results of further samples. Calls follow the shape of the dose curve; as a rule, active = well fitted curve in the direction sought with a large enough effect; inconclusive = small, poorly fitted or top-dose-only effect, or another doubt; inactive = no such curve, though single readings can be large; an effect the other way counts as inactive or inconclusive. Unless noted, % is scaled to controls: 0 for no effect and ±100 for the full control effect; potency is read from the fitted curve at half-maximal effect.

SMILES	N370S GC mod	FEN1 inh	GCN5L2 inh
CC(C)CNC(=O)C(=O)NCC1CCCN1S(=O)(=O)c1cccs1 (stereo not drawn)	-26%	-7%	-1%
COc1ccc(C2C(C(=O)c3ccco3)=C(O)C(=O)N2CCCn2ccnc2)c(OC)c1 (stereo not drawn)	-11%	0%	-16%
C=CCn1cnc2scc(-c3ccccc3)c2c1=O	20%	-1%	4%
CSc1ccccc1NC(=O)CN1CCN(S(=O)(=O)c2ccccc2[N+](=O)[O-])CC1	/	0%	-14%
O=C(NCc1cccnc1)c1cnc2n(c1=O)CCS2	2%	-8%	-3%
COC(=O)c1cc(S(=O)(=O)NCCN2CCN(c3ccccc3F)CC2)c[nH]1	3%	-4%	-2%
COc1ccc(C2c3c(n(C)c4ccccc34)C(=O)N2CC(=O)Nc2cc(Cl)ccc2C)cc1 (stereo not drawn)	/	-15%	-11%
Cn1c(=O)c(C(=O)Nc2ccccc2S(N)(=O)=O)c(O)c2ccccc21	4%	-8%	0%
COC(=O)c1ccc(N=Cc2c(C(F)(F)F)[nH][nH]c2=O)cc1	2%	-8%	1%
Cc1ccc(-n2nc(C)c3c(C(=O)Nc4ccccc4C(F)(F)F)cc(C)nc32)cc1	/	-6%	?
Cn1c(N)c(C(=O)COC(=O)c2ccc(-c3ccccc3)cc2)c(=O)n(C)c1=O	/	-1%	-5%
Oc1c(C(c2ccc(Cl)cc2Cl)N2CCN(c3ccccc3)CC2)sc2nc(-c3ccco3)nn12 (stereo not drawn)	/	-15%	-7%
CC(C)n1cnc2c(N(C)c3ccccc3)nc(N(CCN(C)C)Cc3ccccc3)nc21	?	-3%	-21%
CC(C)(C)n1nc2c(c1NC(=O)c1ccc([N+](=O)[O-])cc1)CS(=O)(=O)C2	2%	16%	-4%
O=C(O)c1ccccc1-c1ccccc1C(=O)Nc1cccc(-c2nc3ccccc3o2)c1	26%	-1%	-2%

Reprinted from the part before: three entries, followed by the next part.
SMILES	N370S GC mod	FEN1 inh	GCN5L2 inh
CC(C)n1cnc2c(N(C)c3ccccc3)nc(N(CCN(C)C)Cc3ccccc3)nc21	?	-3%	-21%
CC(C)(C)n1nc2c(c1NC(=O)c1ccc([N+](=O)[O-])cc1)CS(=O)(=O)C2	2%	16%	-4%
O=C(O)c1ccccc1-c1ccccc1C(=O)Nc1cccc(-c2nc3ccccc3o2)c1	26%	-1%	-2%
CCN(CC(=O)Nc1c(F)cccc1F)C(=O)CNC(=O)COc1ccccc1	-2%	-6%	1%
Cc1ccc(NC(=O)CCN2C(=O)c3ccccc3C2=O)cc1	-1%	-1%	-2%
O=C(CSC1=NS(=O)(=O)c2cc(F)ccc2N1)Nc1ccc(F)cc1	-8%	-2%	-16%
O=C(c1cccc2ccccc12)N1CCN(CC2CC=CCC2)CC1 (stereo not drawn)	-7%	-17%	0%
CC1(C)Cc2c(cnn2-c2ccccc2)C(NC(=O)CCN2CCCC2=O)C1 (stereo not drawn)	-6%	-9%	1%
COc1cc2[nH]c(=O)n(CCC(=O)N3CCC(N4CCCCC4)CC3)c(=O)c2cc1OC	1%	4%	0%
CCn1c(/C=C/c2cccc([N+](=O)[O-])c2)nc2ccccc2c1=O	10%	-11%	-9%
COCC1CCCN(C(=O)c2ccc3nc(Cc4cccc(Cl)c4)oc3c2)C1 (stereo not drawn)	-3%	8%	-9%
Cc1ccc(OC(=O)CSc2nnc(-c3ccc4c(c3)OCO4)o2)c(C)c1	/	-7%	-5%
Cn1c(SCC(=O)NC2CCCC2)nnc1-c1ccc(S(=O)(=O)N2CCOCC2)cc1	6%	1%	-22%
O=C1c2ccccc2CC1Sc1nnc(-c2ccncc2)o1 (stereo not drawn)	16%	-2%	-1%
COc1cccc(N(CC(=O)N2CCCC2)S(C)(=O)=O)c1	-1%	-13%	-2%
COc1ccc(NC(=S)c2ccccc2)cc1	-5%	-9%	-2%
Cc1cccc(NC(=O)CCC2CCN(C(=O)c3ccc(C)s3)CC2)c1	19%	7%	-2%
N#Cc1cccc(NC(=O)N2CC3(CCN(C(=O)c4cc(C(F)(F)F)cc(C(F)(F)F)c4)CC3)C2)c1	-13%	/	-1%
O=C(CSc1cccc2cccnc12)N/N=C/c1cccnc1	-1%	5%	-8%
COc1ccc(-n2c(N)c(C(=O)NCc3ccco3)c3nc4ccccc4nc32)cc1OC	6%	-20%	-6%
c1ccc(-c2cn3nc(-c4ccccc4)c(-c4ccccc4)nc3n2)cc1	5%	-6%	?
COCCn1c(SCc2ccc(OC)c(F)c2)nc2ccccc2c1=O	28%	3%	-13%
O=C(Nc1ccccc1C(=O)Nc1ccccn1)c1ccc([N+](=O)[O-])cc1	5%	6%	-7%
C=CCN(C(=O)CCC(=O)Nc1cc(C)on1)C(C(=O)NC1CCCC1)c1ccc(C)cc1 (stereo not drawn)	-6%	-11%	3%
CC1CCCCN1CCCNC(=O)c1nn(C)c2c1CS(=O)(=O)c1ccccc1-2 (stereo not drawn)	-1%	-2%	-1%
Cc1cc(C)cc(NC(=O)c2ccc([N+](=O)[O-])o2)c1	1%	?	-2%
CCC(C(=O)Nc1ncc(C)s1)c1ccccc1 (stereo not drawn)	10%	-7%	-4%
CCCN=CC1=C(O)CC(c2ccccc2)CC1=O (stereo not drawn)	7%	-4%	-1%
COc1cc(S(=O)(=O)N(Cc2ccc(C)cc2)Cc2ccco2)ccc1-n1cnnn1	?	-6%	-5%
O=C(Nc1ccnn1C1CCN(C2CCCCC2)CC1)c1cccc(F)c1	1%	14%	-13%
O=c1c(-c2cccc(Cl)c2)nc2cncnc2n1C1CC1	-1%	/	-9%
O=C(NCc1ccco1)c1ccc(Oc2ccccc2)cc1	10%	-16%	-11%
O=C(CN1C(=O)CC(c2ccccc2)S(=O)(=O)c2ccccc21)N1CCCC1 (stereo not drawn)	4%	5%	-1%
Cc1ccc(NC(=O)C(C)N2C(=O)c3ccccc3C2=O)c(C)c1 (stereo not drawn)	-5%	-10%	-4%
CC(C)C(=O)O/N=C(\N)c1ccccn1	-2%	0%	1%
COc1ccc(-c2nc(SCC(=O)NC3CCCC3)c(-c3ccc(F)cc3)[nH]2)cc1	/	-20%	-11%
COc1cc(/C=N/NC(=O)CNC(=O)c2ccco2)ccc1O	-1%	3%	-8%
O=C(Nc1ccc(S(=O)(=O)Nc2ccccn2)cc1)c1ccccc1	0%	3%	-3%
COc1ccc(NC(=O)CC2C(=O)N(c3ccc(Cl)cc3)C(=S)N2NC(=O)c2cccc(F)c2)cc1 (stereo not drawn)	-1%	-3%	-3%
CC(=O)c1ccc(NC(=O)Nc2sc3nc4n(c(=O)c3c2C)CCC(C)CC4)cc1 (stereo not drawn)	/	-11%	-4%
COc1cc(O)c(C(CC(=O)N2CCCC(C)C2)c2cc(OC)c(OC)c(OC)c2)c(OC)c1 (stereo not drawn)	3%&-7%	-16%&-18%	-16%
CCNC(=S)NNC(=O)c1ccc2ncccc2c1	-16%	-6%	-3%
c1ccc(Oc2cc(-n3cccn3)ncn2)cc1	3%	2%	-14%
CC(=O)N(C)c1ccc(N=NC2C(=O)N(C(N)=S)N=C2C)cc1 (stereo not drawn)	-2%	-1%	-5%
Cc1ccccc1C(=O)NC(=S)Nc1sc2c(c1C#N)CCC(C)C2 (stereo not drawn)	5%	-17%	-12%
COc1cccc(-n2cnc3c(sc4nc(N5CCOCC5)c5c(c43)CCCC5)c2=O)c1	-8%	4%	0%
CC(/C=N/NC(=O)c1cccs1)=C\c1ccco1	-6%	0%	-4%
COc1ccccc1-c1nc2c3c(-c4ccccc4)c(-c4ccccc4)oc3ncn2n1	/	-2%	2%

Taken from above:
`C=CCN(C(=O)CCC(=O)Nc1cc(C)on1)C(C(=O)NC1CCCC1)c1ccc(C)cc1` (stereo not drawn) in FEN1 inh → -11%
`COc1ccc(NC(=S)c2ccccc2)cc1` in GCN5L2 inh → -2%
`O=C(CSc1cccc2cccnc12)N/N=C/c1cccnc1` in FEN1 inh → 5%
`COc1ccccc1-c1nc2c3c(-c4ccccc4)c(-c4ccccc4)oc3ncn2n1` in FEN1 inh → -2%
`Cc1cc(C)cc(NC(=O)c2ccc([N+](=O)[O-])o2)c1` in GCN5L2 inh → -2%

No new results follow: 3 of the compounds above.
SMILES	N370S GC mod	FEN1 inh	GCN5L2 inh
Cc1ccc(NC(=O)C(C)N2C(=O)c3ccccc3C2=O)c(C)c1 (stereo not drawn)	-5%	-10%	-4%
CC(C)C(=O)O/N=C(\N)c1ccccn1	-2%	0%	1%
COc1ccc(-c2nc(SCC(=O)NC3CCCC3)c(-c3ccc(F)cc3)[nH]2)cc1	/	-20%	-11%

Profiles, looked up by structure. Order of screens: N370S GC mod, FEN1 inh, GCN5L2 inh
`CC(/C=N/NC(=O)c1cccs1)=C\c1ccco1` reads -6%, 0%, -4%
`COc1cc(O)c(C(CC(=O)N2CCCC(C)C2)c2cc(OC)c(OC)c(OC)c2)c(OC)c1` (stereo not drawn) reads 3%&-7%, -16%&-18%, -16%

Later entries:
SMILES	N370S GC mod	FEN1 inh	GCN5L2 inh
CCOc1cc(NC(=S)NCCCN2CCOCC2)c(OCC)cc1NC(=O)CC(C)C	-26%	-3%	-7%
Cc1ccc(C)c(N(CC(N)=O)S(C)(=O)=O)c1	-5%	-10%	-20%
COc1ccc(NC(=O)N2CCCC(c3ccccc3)C2)cc1 (stereo not drawn)	4%	-10%	-21%
CCc1noc(C)c1C(=O)NNC(=O)c1ccc(F)cc1	-8%	2%	-7%
COc1ccccc1N(CCC#N)C(=O)CSc1ccc2c(c1)OCCO2	3%	-6%	-5%
CCN(CCNc1ccc(Cl)cc1[N+](=O)[O-])C(=O)c1cc([N+](=O)[O-])c(N(C)C)cc1OC	-2%	-18%	0%
Cc1csc(Cn2c(CN(C)C)nc3ccccc3c2=O)n1	-1%	0%	-12%
C=CCNc1nc2ccccc2nc1NS(=O)(=O)c1ccc(F)cc1	6%	17%	-28%
CCc1noc(C)c1C(=O)N(CCC(C)C)c1c(N)n(Cc2ccccc2)c(=O)[nH]c1=O	12%	8%	-12%
CC1CCN(c2c(NCc3ccc(C(=O)N(C)C4CCCCC4)cc3)c(=O)c2=O)CC1	-5%	1%	-13%
Cc1[nH]nc2nc3c(c(OC(=O)c4ccccc4)c12)c(=O)n(C)c(=O)n3C	5%	/	-1%
Nc1c(C(=O)O)sc2nc(-c3ccccc3)cc(-c3ccc(Cl)cc3)c12	7%	0%	-3%
COCCCNC(=O)CCc1nnc(Cc2ccc(-c3ccccc3)cc2)o1	0%	7%	-3%
O=C(CN1CCOCC1)NC1CC2CCC1C2 (stereo not drawn)	-27%	1%	-1%
CC(C)CCN1CCN(Cc2coc3ccccc3c2=O)CC1CCO (stereo not drawn)	-1%	11%	-6%
C/C(=N\NC(=O)Cc1csc(N2CCOCC2)n1)c1ccccc1	-13%	-14%	2%
COc1ccc(C(=O)Oc2coc(CSc3nnc(NC(=O)c4cccs4)s3)cc2=O)cc1	1%	1%	-23%
O=C(CCn1ccc2cc(S(=O)(=O)N3CCCC3)ccc21)NCCc1ccccc1	-13%	16%	-16%
